hcDAF-12 act = activates DAF-12 receptor from parasite H. contortus; activation, % at 6.8 µM; hit rate 1.4% among 370,000; AID 652067; HEK293 hcDAF-12 lit1-tk-luc reporter, luminescence; 0% DMSO, 100% Δ7-dafachronic acid;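 active = activation above the mean of all tested compounds plus 3 SD, cut at about 5.5% in these data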;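 also: 100% = response to 3 µM Δ7-dafachronic acid high control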
hgDAF12 agonist = agonists of H. glycines DAF-12 nuclear receptor; HEK293 GAL4-hgDAF12 UAS-luciferase reporter, agonist luminescence; normalized to butyrate control; activation, % at 6.8 µM; hit rate 1.8% among 370,000; AID 687014;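 active = activation above a cutoff set at the mean of all screened compounds plus 3 SD, cut at about 10% in these data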;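 also: 0% = DMSO wells and 100% = sodium butyrate wells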
DAX1 inh-1 = inhibits human nuclear receptor DAX1; P51843; HEK293 Gal4-DAX1 luciferase reporter, luminescence; AID 504766; hit rate 0.99% among 340,000; inhibition, % at 6.75 µM;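 active = inhibition above the mean over all tested compounds plus 3 SD, cut at about 4.2% in these data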;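 also: 0% = DAX1-transfected cells with DMSO and 100% = empty-vector control cells with DMSO; inhibition shows as a rise in luminescence from relieved DAX1 repression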
HGIII-sPLA2 inh = Inhibits HGIII-sPLA2 liposome hydrolysis, primary screen; Q9NZ20; QFRET BODIPY PC-A2 liposome hydrolysis, fluorescence; inhibition, % at 12.2 µM; hit rate 0.56% among 370,000; AID 743126;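 active = inhibition above mean plus 3 SD of compounds lying within the high and low control bounds, cut at about 19% in these data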;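 also: 0% = median of test compound wells and 100% = no enzyme DMSO wells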
SMARCA2 activ = increases SMARCA2 function in MMTV reporter cells. MG213 cells, MMTV-luciferase reporter, dexamethasone, overnight. activation, % at 9.1 µM. hit rate 1% among 370,000; in the data active = activation above about 7.8%;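 also: 0% = vehicle wells and 100% = reference activator wells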
FXN GAA850 act = activators of GAA850 frataxin (FXN) promoter. HEK293 lucGAA850 FXN promoter luciferase reporter, 24 h; percent of 10 µM SAHA response. AID 540364. hit rate 0.56% among 360,000. activation, % at 6 µM;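 active = activation above the average of all compounds screened plus 3 SD, cutoff fixed separately per campaign, cut at about 7.5% in these data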;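 also: 0% = DMSO wells and 100% = 10 µM SAHA wells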
NPR2 activator = GC-B (human) receptor activation | P20594 | HEK293-GC-B cells, CNP EC30, cGMP TR-FRET; 0% at EC30 CNP, 100% saturating CNP | activation, % at 10 µM | hit rate 0.11% among 370,000;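 active = activation at 10 µM reaching about 35% in either raw or pattern-adjusted values, limit read from the data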
proKLK7 act = proKLK7 (human) activation, primary screen | purified proKLK7, EDANS-DABCYL substrate fluorescence; 100% is mature enzyme control, 0% vehicle | P49862 | activation, % at 7 µM | hit rate 0.9% among 370,000;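 active = activation above the mean of all tested compounds plus 3 SD, computed per campaign excluding outliers beyond control limits, cut at about 13% in these data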
ssDAF-12 act = S. stercoralis DAF-12 activation, primary screen; hit rate 1% among 370,000; HEK293 ssDAF-12/GRIP1 lit1-tk-luc reporter, luminescence; % of 3 µM dafachronic acid response; activation, % at 6.8 µM; AID 652126;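 active = activation above the mean over all tested compounds plus 3 SD, cut at about 0.9% in these data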;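 also: 0% = DMSO-only wells and 100% = 3 µM delta7-dafachronic acid wells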
NPR1 activator = GC-A (human) enzyme activation | HEK293 GC-A cells, cGMP TR-FRET, EC30 ANP; 0% at EC30 ANP, 100% saturating ANP | activation, % at 10 µM | hit rate 0.14% among 370,000; in the data active = activation above about 40%
Target sequence (P16066 whole entry, looked up): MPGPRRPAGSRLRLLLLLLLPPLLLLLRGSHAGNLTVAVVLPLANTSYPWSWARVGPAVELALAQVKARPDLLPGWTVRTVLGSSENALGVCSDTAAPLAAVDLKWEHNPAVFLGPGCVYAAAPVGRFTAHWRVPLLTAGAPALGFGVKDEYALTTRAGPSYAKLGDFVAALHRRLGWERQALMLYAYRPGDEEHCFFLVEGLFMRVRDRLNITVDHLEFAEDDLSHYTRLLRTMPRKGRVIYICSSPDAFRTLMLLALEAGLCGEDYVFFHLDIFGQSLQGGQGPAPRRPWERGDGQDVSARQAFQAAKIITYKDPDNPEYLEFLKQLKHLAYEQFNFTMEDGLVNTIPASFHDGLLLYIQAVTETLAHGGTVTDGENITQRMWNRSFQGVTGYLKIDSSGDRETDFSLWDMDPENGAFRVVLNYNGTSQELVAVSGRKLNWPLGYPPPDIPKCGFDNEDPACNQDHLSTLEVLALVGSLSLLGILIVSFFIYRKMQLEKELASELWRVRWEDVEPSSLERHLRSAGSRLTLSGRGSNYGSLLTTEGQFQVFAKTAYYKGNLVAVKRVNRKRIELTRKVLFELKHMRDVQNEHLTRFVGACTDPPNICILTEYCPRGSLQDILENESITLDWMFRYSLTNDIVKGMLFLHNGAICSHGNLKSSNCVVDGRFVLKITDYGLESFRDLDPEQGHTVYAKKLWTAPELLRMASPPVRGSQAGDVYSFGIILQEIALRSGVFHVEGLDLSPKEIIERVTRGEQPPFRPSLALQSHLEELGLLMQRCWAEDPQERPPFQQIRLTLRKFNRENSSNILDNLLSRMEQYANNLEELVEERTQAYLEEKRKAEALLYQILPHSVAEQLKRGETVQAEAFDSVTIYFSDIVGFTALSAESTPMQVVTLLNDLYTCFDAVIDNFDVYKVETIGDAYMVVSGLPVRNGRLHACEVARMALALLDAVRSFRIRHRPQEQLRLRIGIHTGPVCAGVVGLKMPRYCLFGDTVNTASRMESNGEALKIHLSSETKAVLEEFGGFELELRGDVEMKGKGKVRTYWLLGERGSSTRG
DAX1 inh-2 = DAX1 (NR0B1) inhibition, primary screen; HEK293T StAR-luciferase reporter, SF-1/DAX-1 repression relief; inhibition, % at 6.8 µM; hit rate 1.1% among 370,000; AID 652010;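 active = inhibition above the mean over all tested compounds plus 3 SD, cut at about 3.6% in these data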;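 also: 0% = DAX-1 cells with DMSO and 100% = cells lacking DAX-1 with DMSO; higher inhibition means more luminescence from relief of DAX-1 repression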
An asterisk follows results filed as active; . = not tested or not shown.

SMILES	hcDAF-12 act	hgDAF12 agonist	DAX1 inh-1	HGIII-sPLA2 inh	SMARCA2 activ	FXN GAA850 act	NPR2 activator	proKLK7 act	ssDAF-12 act	NPR1 activator	DAX1 inh-2
CN(C)S(=O)(=O)c1cc(NC(=O)COC(=O)C2COc3ccccc3O2)ccc1Cl (stereo not given)	0.1	0.0	2.8	-6	-1	2.4	1	-0.3	-1.3	4	-0.2
CCOc1ccc(C(=O)NC(=S)N2CCN(c3ccc(C(F)(F)F)cc3[N+](=O)[O-])CC2)cc1	3.1	3.4	0.5	5	-3	4.0	-3	-0.3	0.3	-7	0.5
CCOc1ccccc1OCCOc1ccccc1OC(C)C	-1.8	1.1	1.0	5	2	-0.3	-2	-0.2	-1.0	-2	-0.6
Cc1ccc(C(=O)NCCn2cc(SCC(=O)N3CCOCC3)c3ccccc32)cc1	-4.3	-12	-1.5	-3	-6	-6.0	-1	-0.1	-2.1	-4	-4.0
CC1(Cc2ccc(F)cc2)C(=O)Nc2ccc(S(=O)(=O)NC3CCCCC3)cc21 (stereo not given)	-2.1	-3.5	.	-27	-5	9.7*	0	0.0	-1.5	-4	0.6
Cc1ccc2cc3cc(C(=O)NCc4ccco4)oc3nc2c1	-0.7	-2.8	-1.0	-5	4	1.4	0	4.6	-1.0	0	0.7
CCOc1ccccc1C1CC(c2ccc(F)cc2)Nc2nc(N)nn21 (stereo not given)	-1.3	-4.9	1.9	17	-1	1.3	2	0.5	-1.5	-1	0.6
C=CCN1C(=NC(=O)COc2ccccc2)SC2CS(=O)(=O)CC21 (stereo not given)	0.3	-1.6	0.4	2	-4	1.8	1	-0.3	-0.6	1	-0.2
NC1=[N+](Cc2ccccc2)C(Cc2ccccc2)C2C(=C3CCCCC3n3c(=O)n(-c4ccccc4)c(=O)n32)N1 (stereo not given)	0.1	2.7	.	0	-4	.	-10	0.0	-0.7	-23	-1.1
CCN(CC)c1ccc(NC(=O)c2c(C)noc2C)cc1	-0.9	0.2	0.3	12	-1	1.7	-4	-0.5	-0.8	-1	-0.1
Cc1ccc(-c2cnc3n2CCCCC3)cc1	-1.1	0.0	-0.7	5	2	-1.2	0	-0.7	-1.4	-4	-0.8
O=C(Nc1ccc(N2CCOCC2)cc1)c1ccc(Br)o1	4.4	12*	0.9	14	3	0.4	5	0.1	-0.3	-4	2.5
OCCN1CCN(CCCN2c3ccccc3CCc3ccccc32)CC1	-1.3	-0.3	0.9	0	-2	-0.2	-11	0.2	-0.1	-19	0.8
CSc1ncccc1C(=O)N1CCCC(N2CCN(c3ccccc3F)CC2)C1 (stereo not given)	-2.3	-0.9	0.2	-1	-3	0.9	4	0.1	-1.4	3	0.2
CCC(=O)c1ccc(OCC(=O)OCc2csc(CC(=O)Nc3ccccc3C)n2)cc1	0.1	4.8	-0.5	-33	-4	0.1	3	0.3	-0.1	-1	1.3
CCCCC(c1nc2ccccc2[nH]1)n1c(-c2ccccc2)nc2cc(C)c(C)cc21 (stereo not given)	0.4	6.0	.	1	4	.	-7	0.1	0.1	-11	2.5
Cn1c(=O)cc(SCC(=O)NCCCN2CCOCC2)c2ccccc21	-1.3	-0.8	-1.1	4	-3	1.0	6	0.2	-0.6	3	-0.1
Cc1ccccc1S(=O)(=O)NCc1ccc(N2CCN(C)CC2)cc1	-1.0	1.5	.	-2	1	1.0	3	0.7	-1.7	1	0.3
O=C(NCCNC(=O)c1ccccn1)c1ccc(Cl)cc1	-2.0	0.4	1.1	0	-1	-1.6	-3	-0.2	-1.5	-1	0.2
Cc1ccc(N=C(NO)c2nonc2N)cc1	1.6	6.4	1.5	-11	-1	2.8	1	0.0	0.2	6	0.4
CC(C)c1ccc(NC(=O)COC(=O)/C=C/c2cccc([N+](=O)[O-])c2)cc1	-0.6	-0.3	0.2	5	5	0.3	-1	0.0	0.3	3	0.5
CN(C(=O)c1ccc2c(c1)OCO2)C1(C(=O)NC2CCCCC2)CCCCC1	-1.6	-0.8	-0.5	-1	-2	-0.3	-5	0.3	-1.5	-3	-1.4
O=C(Nc1ccnn1C1CCN(Cc2ccccc2)CC1)C1CCCC1	-2.0	0.4	-0.2	0	-1	-0.3	1	0.8	-1.1	-2	0.1
COc1cc(Cl)c(NC2=CC(=O)C(=O)c3ccccc32)c(OC)c1	2.4	-1.4	-0.1	-5	-2	-3.4	-11	-0.3	-0.9	-10	-3.8
Cc1ccc(CC(=O)Nc2ccc([N+](=O)[O-])cc2C)cc1	-1.6	0.1	-0.9	-3	0	-0.1	3	0.8	-2.2	-2	-0.2
COc1cc(C(=O)N2CCN(c3cccc(C)c3C)CC2)cc(OC)c1OC	1.7	-1.5	-3.9	-3	0	0.5	0	0.3	-1.3	-2	-1.7
C#CCN(C[C@@H]1[C@@H](OC(=O)NCc2ccccc2F)[C@@H](OC(=O)NCc2ccccc2F)Cn2c(=O)ccc(=O)n21)S(=O)(=O)c1ccc(C)cc1	-5.1	-13	-2.1	-11	-12	-2.8	3	0.2	-2.0	1	-5.1
COc1cc2c(c(OC)c1OC)C(=O)CO2	-2.0	4.2	-0.2	-6	2	-0.5	-4	1.2	-1.6	0	0.5
Cc1ccc(CN2CCCC2(C)C(=O)NC(C)C)cc1 (stereo not given)	-1.0	0.5	.	10	-4	0.7	-1	0.2	-1.5	2	-0.9
Cn1cccc1/C=C1\SC(=S)N(Nc2ccccc2)C1=O	-0.3	-0.8	2.6	-4	3	1.5	4	0.2	-0.7	-3	0.5
COCc1cccc(-c2csc(C(NC(C)=O)c3cccc(F)c3)n2)c1 (stereo not given)	-1.4	2.8	.	4	-2	-0.2	-5	-2.2	-1.5	2	-1.6
O=C(CCCN1C(=O)/C(=C/c2ccccc2)SC1=S)N1CCOCC1	-0.5	2.7	-0.6	3	-2	3.3	-5	0.2	-0.9	-3	0.1
CCCCn1c(N)c(N(CCOC)C(=O)c2ccc(S(=O)(=O)N(CC)c3ccccc3)cc2)c(=O)[nH]c1=O	-1.0	-0.6	0.1	0	2	0.8	7	-0.1	-0.8	6	0.1
COc1ccc(Cc2nc(-c3ccc(Cl)cc3)no2)cc1	-1.1	2.5	0.1	-3	5	1.6	0	0.9	-0.6	6	0.2
CCOC(=O)CCNC(=O)Nc1ccc2nc(C)n(Cc3ccc(Cl)cc3)c(=O)c2c1	-5.0	-3.7	-1.9	-12	-2	-0.1	13	0.3	-1.1	17	-1.1
COc1ccc(/C=N/N=C2/NC(=O)CC(C(=O)O)S2)cc1 (stereo not given)	-0.1	-0.6	0.0	6	-3	-1.0	4	-1.8	-2.0	1	-0.2
Cc1cccc(CN2C[C@]34C=C[C@@H](C[C@@H]3S2(=O)=O)O4)c1	-0.4	-0.2	-0.3	-4	0	-0.1	3	-0.2	-1.0	1	-0.2
CC1(C)C(=O)OC(c2c3ccccc3cc3ccccc23)C(C)(C)C1=O (stereo not given)	-1.1	2.9	-0.8	-5	-4	1.6	3	-3.0	-0.8	-4	-0.3
CCN1C(=O)CC(C(=O)NCCc2ccc(S(N)(=O)=O)cc2)SC1=Nc1ccc(OC)cc1 (stereo not given)	-1.0	-2.3	-0.2	-4	-3	-1.5	-4	-0.1	-1.0	-4	-0.7
OCCCc1cn(-c2ccccc2)c2ccccc12	0.4	5.2	-0.2	-6	2	2.0	-3	-0.1	-0.9	-3	2.4
CC(=O)Nc1ccc(OCC(O)CN2CCN(c3ccccc3Cl)CC2)cc1 (stereo not given)	-2.4	-3.7	-0.2	-10	-2	0.2	-2	-0.7	-1.8	-3	-0.6
COc1ccc(C(=O)N2CCC(C)(C(=O)NS(=O)(=O)C3CC3)C2)cc1F (stereo not given)	-1.3	2.5	.	-2	-2	-0.3	-4	0.8	-0.6	-1	-0.1
COc1cc(C(=O)O)cc(Br)c1OC1CCCC1	-1.8	-0.9	-0.3	-1	-3	2.0	1	-0.2	-0.8	8	0.0
CCOP(=O)(OCC)c1nc(-c2ccc(Cl)cc2Cl)oc1N1CCOCC1	-2.1	-1.6	0.2	-3	-2	-0.1	-6	-0.4	-1.8	-5	-0.7
Cc1cc(C)cc(Cn2c3ccc(NC(=S)NCc4ccccc4F)cc3c(=O)n2C)c1	-1.0	0.3	.	-4	-2	-0.9	-2	7.0	-1.8	-14	0.0
CNc1ccc(-c2ccccc2OC)cn1	2.1	-1.3	.	-1	2	2.7	4	4.7	-1.3	2	1.0
CCCCOc1ccc(C(=O)NCC(=O)NNC(=O)C2COc3ccccc3O2)cc1 (stereo not given)	-1.1	-0.9	0.4	0	-3	-0.9	-1	0.5	-1.3	1	-1.5
CCN1CC(CN(C)Cc2nc(COc3ccccc3)no2)CC1=O (stereo not given)	-0.1	1.3	0.7	-1	-1	0.9	4	0.0	-0.2	4	-0.1
O=C(COc1ccc(Br)cc1)Nc1ccc(N2CCOCC2)cc1N1CCOCC1	-0.4	-3.2	0.2	3	0	3.1	-1	0.1	-1.5	0	-1.2
Cc1ccc(SCC(=O)Nc2ccc(S(=O)(=O)Nc3nccs3)cc2)cc1	0.2	1.3	-0.2	-33	-1	3.3	2	0.1	-1.0	3	0.9
CN(C)S(=O)(=O)Oc1ccsc1C(=O)Nc1ccc(C(F)(F)F)cc1	2.4	-3.7	-2.2	-2	-2	2.4	2	-0.7	-0.3	6	-0.2
COc1ccccc1NC(=O)c1cccnc1	0.4	2.6	-0.7	5	8.7*	5.2	6	-0.2	-0.8	2	-0.3
Cc1nn(C(C)C(=O)N2CCc3ccccc3C2)c(=O)c2cc3occc3n12 (stereo not given)	-0.6	1.1	0.5	10	-1	5.3	4	0.6	-0.7	0	0.0
NC(=O)c1cccc(S(=O)(=O)N2CCCCC2)c1	-1.7	0.7	1.0	-5	-1	-0.7	1	-0.6	-1.0	2	-0.1
Cc1ccc(S(=O)(=O)N2CCN(Cc3ccccc3)CC2)cc1	-1.6	0.4	-0.8	-3	-1	-1.3	2	-0.5	-1.2	4	-0.5
COC(=O)COc1cccc2c(=O)n(CC(=O)NCc3ccc(F)cc3)ccc12	3.4	2.0	-1.8	3	0	-4.0	-2	-0.3	-1.4	-5	-2.2
Cc1noc(C)c1S(=O)(=O)Nc1ccc2c(c1)C(=O)N([C@H](C)CO)C[C@H](C)[C@@H](CN(C)S(=O)(=O)c1ccc(F)cc1)O2	-2.0	-1.2	-0.4	-18	0	1.5	-3	0.4	-0.8	0	0.6

Part of the list above in order of formula weight, lowest first:
SMILES	hcDAF-12 act	hgDAF12 agonist	DAX1 inh-1	HGIII-sPLA2 inh	SMARCA2 activ	FXN GAA850 act	NPR2 activator	proKLK7 act	ssDAF-12 act	NPR1 activator	DAX1 inh-2
CNc1ccc(-c2ccccc2OC)cn1	2.1	-1.3	.	-1	2	2.7	4	4.7	-1.3	2	1.0
COc1ccccc1NC(=O)c1cccnc1	0.4	2.6	-0.7	5	8.7*	5.2	6	-0.2	-0.8	2	-0.3
CCCCOc1ccc(C(=O)NCC(=O)NNC(=O)C2COc3ccccc3O2)cc1 (stereo not given)	-1.1	-0.9	0.4	0	-3	-0.9	-1	0.5	-1.3	1	-1.5

Compound activity: PubChem, several laboratories
